Source: PubChem (several laboratories)
LRH-1 inv ag – inverse agonists of human LRH-1 (NR5A2); O00482; inhibition, % at 3.6 µM; HEK293T StAR-luciferase reporter, LRH-1 transfected, 24 h; 360,000 compounds, 0.13% hits;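 active = inhibition above the mean inhibition of all tested compounds plus 3 SD, cut at about 73% in these data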;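 note: 0% = DMSO wells and 100% = reporter-only cells lacking LRH-1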
SRC1 inh – human NCOA1 inhibition; HEK293 GAL4-SRC1 luciferase reporter, luminescence; 360,000 compounds, 0.12% hits; Q15788; inhibition, % at 3.6 µM;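 active = inhibition above the campaign mean plus 3 SD, with each screening campaign given its own cutoff, cut at about 60% in these data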;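 note: 0% = DMSO treated cells and 100% = gossypol at 36 µM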
SRC2 inh – human SRC2 (NCOA2) inhibition; inhibition, % at 9 µM; AID 651957; HEK293 GAL4-SRC2 luciferase reporter, luminescence; 370,000 compounds, 0.17% hits;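 active = inhibition above the mean inhibition of all tested compounds plus 3 SD, set per campaign, cut at about 52% in these data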;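 note: 0% = DMSO treated cells and 100% = cells given Gossypol at 36 µM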
TROY signal inh – blocks TROY-dependent signaling in reporter cells; 360,000 compounds, 0.98% hits; inhibition, % at 10 µM; AID 1347056; Q293 LMP1-TROYcd NF-kB luciferase reporter, 4 h;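 active = compounds whose plate-normalised and pattern-corrected inhibition of the luciferase reporter signal at the single screening dose is 50% or more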
EBV LMP1 NFkB – Epstein-Barr LMP1 NF-kappaB reporter inhibition; LMP1-induced NF-kappaB luciferase reporter cells, luminescence; 350,000 compounds, 0.69% hits; inhibition, % at 12.5 µM; in the data active = inhibition above about 41%;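 note: 0% = neutral control wells and 100% = reference inhibitor control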
KKLEB cytotox – CF airway cell cytotoxicity counter-screen; 360,000 compounds, 0.36% hits; KKLEB CF airway cells viability, ATPlite luminescence, overnight; stronger effect = lower value; cells stimulated with P. aeruginosa culture filtrate; activity change (cytotoxicity), % at 5 µM; AID 602141;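 active = corrected activity change at or below -50% at 5 µM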
CF NFkB block – inhibitors of cystic fibrosis induced NF-kB | KKLEB NF-kB-GFP reporter, PAF-induced, GFP fluorescence overnight | inhibition, % at 5 µM | 360,000 compounds, 0.86% hits;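 active = at least 50% inhibition at 5 µM, scaled per plate between neutral and stimulator controls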;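 note: PAF is a Pseudomonas aeruginosa culture filtrate used as stimulus; plate controls were PAF-stimulated DMSO wells for no effect and unstimulated DMSO wells for full effect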
TWEAK Fn14 block – inhibitors of TWEAK-Fn14 interaction signaling; TWEAK-stimulated Fn14 reporter cells, luciferase luminescence, 8 h; inhibition, % at 10 µM; 360,000 compounds, 2% hits; in the data active = inhibition above about 50%
COUP-TFII inh – NR2F2 (human) inhibition, primary screen | AID 686940 | inhibition, % at 8.6 µM | HEK293T NGFI-A luciferase reporter, luminescence | 370,000 compounds, 0.7% hits;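 active = inhibition above a per-plate cutoff, mean inhibition of test wells between control levels plus 3 SD, cut at about 38% in these data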;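 note: cells cotransfected with COUP-TFII expression vector driving the NGFI-A reporter; 0% = median of COUP-TF2 test wells and 100% = reporter-only cells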
C8 TRAIL sens – caspase-8 TRAIL sensitization; NB7+C8 cells + TRAIL, ATPlite viability luminescence; 360,000 compounds, 1% hits; inhibition (viability loss, TRAIL sensitization), % at 10 µM; AID 624354;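 active = compounds causing at least 50% loss of cell viability in the single-dose screen, relative to plate controls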
NCOA3 inh – human NCOA3 inhibition. Q9Y6Q9. inhibition, % at 3.6 µM. HEK293 GAL4-SRC3 luciferase reporter, luminescence. AID 588352. 360,000 compounds, 0.17% hits;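 active = inhibition above a per-campaign cutoff, the mean of all compounds plus 3 SD, cut at about 60% in these data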;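 note: 0% = DMSO-treated cells and 100% = gossypol-treated cells at 36 µM; higher means less SRC3-driven luciferase light from the GAL4 reporter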
Target sequence (Q9Y6Q9 whole entry, looked up, the tested form may be a part): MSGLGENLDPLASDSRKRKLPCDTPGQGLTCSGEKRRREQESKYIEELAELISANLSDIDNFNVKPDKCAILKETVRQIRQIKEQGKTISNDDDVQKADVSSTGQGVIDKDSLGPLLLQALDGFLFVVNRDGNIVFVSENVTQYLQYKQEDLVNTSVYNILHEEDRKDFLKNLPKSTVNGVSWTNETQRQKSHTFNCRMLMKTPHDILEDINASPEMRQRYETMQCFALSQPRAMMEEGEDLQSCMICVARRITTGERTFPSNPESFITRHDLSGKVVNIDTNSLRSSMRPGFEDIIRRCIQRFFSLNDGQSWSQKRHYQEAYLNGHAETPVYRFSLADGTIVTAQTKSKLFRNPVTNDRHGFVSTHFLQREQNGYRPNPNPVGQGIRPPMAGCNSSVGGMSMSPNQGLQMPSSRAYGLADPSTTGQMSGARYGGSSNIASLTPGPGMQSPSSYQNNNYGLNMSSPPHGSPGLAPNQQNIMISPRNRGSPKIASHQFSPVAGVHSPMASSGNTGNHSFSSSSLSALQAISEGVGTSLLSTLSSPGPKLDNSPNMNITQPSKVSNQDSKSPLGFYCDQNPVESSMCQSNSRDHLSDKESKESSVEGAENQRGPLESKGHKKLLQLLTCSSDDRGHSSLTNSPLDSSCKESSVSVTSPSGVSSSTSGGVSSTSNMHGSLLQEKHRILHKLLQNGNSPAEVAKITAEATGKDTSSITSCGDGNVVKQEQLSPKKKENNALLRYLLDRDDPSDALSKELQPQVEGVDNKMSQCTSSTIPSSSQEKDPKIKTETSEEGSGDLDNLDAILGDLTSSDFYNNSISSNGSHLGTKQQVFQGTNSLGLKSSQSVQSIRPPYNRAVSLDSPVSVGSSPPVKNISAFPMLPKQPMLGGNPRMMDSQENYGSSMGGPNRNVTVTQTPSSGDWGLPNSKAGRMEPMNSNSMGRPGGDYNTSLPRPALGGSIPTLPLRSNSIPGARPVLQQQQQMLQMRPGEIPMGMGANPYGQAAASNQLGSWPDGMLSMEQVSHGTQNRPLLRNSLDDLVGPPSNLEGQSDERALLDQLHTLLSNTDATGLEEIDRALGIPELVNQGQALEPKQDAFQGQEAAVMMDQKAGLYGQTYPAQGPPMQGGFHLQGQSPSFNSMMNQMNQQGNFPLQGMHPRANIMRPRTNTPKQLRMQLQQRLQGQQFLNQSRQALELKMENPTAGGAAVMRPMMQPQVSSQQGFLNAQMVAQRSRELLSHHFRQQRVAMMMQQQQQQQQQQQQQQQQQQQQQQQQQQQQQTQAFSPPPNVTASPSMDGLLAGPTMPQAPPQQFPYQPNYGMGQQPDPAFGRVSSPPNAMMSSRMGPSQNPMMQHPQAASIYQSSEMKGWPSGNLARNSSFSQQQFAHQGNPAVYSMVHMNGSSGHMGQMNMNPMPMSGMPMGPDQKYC
* marks the source's active call; other numbers are inactive results; x = no result given.

Values run as follows: C8 TRAIL sens	KKLEB cytotox	CF NFkB block	NCOA3 inh	COUP-TFII inh	SRC2 inh	SRC1 inh	TWEAK Fn14 block	EBV LMP1 NFkB	TROY signal inh	LRH-1 inv ag
NC(=S)NN=Cc1nccc2ccccc12
 : 16	-74*	87*	79*	-41	4	79*	77*	82*	31	78*
CCOC(=O)c1ccc(NC(=O)CSc2nc3c(c(=O)n2CC)SC(C)C3)cc1 (stereo unspecified)
 : 28	-16	13	16	21	1	11	19	13	36	29
O=C(N/N=C/c1ccccc1F)NC12CC3CC(CC(C3)C1)C2
 : 3	-14	17	-43	14	-23	-54	-29	-8	-12	-32
CC(C)OC(=O)CSc1nc2c(cc1C#N)CCCCC2
 : -12	-11	11	-28	-34	-33	-25	-9	-21	-42	-12
CCOC(=O)c1nnn(-c2nonc2N)c1C
 : -4	-2	-10	-8	-10	-5	-2	2	3	-8	28
Cc1cc(C(=O)NCCC(C)C)c2ccccc2n1
 : -4	17	-4	8	3	-13	4	-6	-6	-5	-11
O=C(N/N=C/c1c[nH]c2ccccc12)c1ccn(Cc2ccc(Cl)cc2Cl)n1
 : -4	1	1	-3	4	7	-3	10	-3	1	20
Nc1cc(S(=O)(=O)O)cc([N+](=O)[O-])c1O
 : -3	10	1	6	11	-7	-5	-4	2	13	13
CCCn1nc(C(=O)OCC(=O)Nc2ccc(C)cc2)c2ccccc2c1=O
 : -11	24	-14	-20	6	-12	7	-13	2	22	-9
CCN(C(=O)COC(=O)Cc1cccc2ccccc12)C1CCS(=O)(=O)C1 (stereo unspecified)
 : 4	-1	17	5	8	15	3	-13	2	10	-5
CCc1ccc(C2CC(=O)Nc3c2c(=O)nc2c(C)cccn32)cc1 (stereo unspecified)
 : 7	4	-23	9	4	13	0	5	-12	1	2
Cc1ccc(CN2CCC(n3nccc3NC(=O)c3ccc4c(c3)OCO4)CC2)o1
 : -4	-3	-3	0	-1	14	1	-1	-3	-8	0
CN(C)c1ccc(/C=N\S(=O)(=O)c2ccccc2)cc1
 : -9	4	-6	12	0	-5	-11	-9	-3	0	16
CCOC(=O)Cc1[nH]nc2c1C(c1ccoc1)C(C#N)=C(N)O2 (stereo unspecified)
 : -6	-2	-12	15	-2	-21	13	7	4	-5	-6
COCCCN(C(=O)C(C)Oc1ccc(Br)cc1)c1c(N)n(Cc2ccccc2)c(=O)[nH]c1=O (stereo unspecified)
 : -4	-12	8	-4	15	9	-11	3	-2	-4	-2
COc1ccc(CNC(=S)NCc2ccc(F)cc2)cc1
 : 12	0	-3	-3	-11	3	-20	-8	-3	-22	4
CC(=O)n1cc(N(C(=O)CCl)c2ccccc2)c2ccccc21
 : 95*	-95*	90*	20	2	51	-18	66*	7	-9	16
CC(C)CNC(=O)NC1(C(F)(F)F)Oc2ccccc2O1
 : 9	-1	13	4	-16	-15	11	6	0	-1	3
CC(C)CC(NC(N)=O)C(=O)NCc1ccc(Cl)cc1 (stereo unspecified)
 : 0	24	-8	-7	6	2	5	-6	-5	-29	27
Cc1csc(SCC(=O)Nc2ccc3[nH]c(=O)[nH]c3c2)n1
 : 16	4	11	-5	2	-27	4	0	-1	3	7
COc1ccc2c(c1OC)C(=O)OC2CC(=O)O (stereo unspecified)
 : -11	8	-7	-2	17	15	6	-2	-2	0	-5
O=C(c1ccc(F)cc1)N1CCCC(C(=O)N2CCc3ccccc3C2)C1 (stereo unspecified)
 : -10	-11	13	10	7	-23	-9	13	-6	-2	-4
O=C(/C=C/c1ccc(Cl)cc1Cl)N1CCN(c2ccccc2[N+](=O)[O-])CC1
 : 11	4	-3	18	6	3	-17	-7	3	5	11
COC(=O)c1ccccc1NC(=O)CN1C(=O)c2ccccc2C1=O
 : 3	-4	7	-5	4	6	7	-15	x	-39	-12
COC(=O)C(C)Sc1nnc(Cc2cc(=O)[nH]c(=O)[nH]2)n1-c1cccc(OC)c1 (stereo unspecified)
 : 3	1	-5	6	8	2	-3	-20	9	10	14
Cc1ccc(/C=N/NC(=O)c2nnn(-c3nonc3N)c2CN(C)c2ccccc2)s1
 : -18	-3	-11	-20	-2	18	13	-25	-3	14	-32
CCN(CC)C(=O)[C@H]1C[C@H](CC(=O)NCCN2CCOCC2)C(=O)N2CCc3c([nH]c4cc(-c5ccco5)ccc34)[C@]12C
 : -7	11	3	-1	-2	-6	-15	4	-9	-1	-3
Cc1nc2c(c(C)nn2-c2ccccc2)c(C)c1C
 : -2	-1	15	4	12	-16	-8	0	3	-4	-2
C=CCOc1cccc(C2C(C(=O)c3cc4ccccc4o3)=C(O)C(=O)N2c2cc(C)on2)c1 (stereo unspecified)
 : 14	-4	-14	-13	5	-36	-21	-5	-5	-33	-27
CCOc1ccc2ccccc2c1CNc1nnnn1CC
 : -3	1	-9	15	-1	6	-17	4	-8	-12	0
CCOC(=O)c1sc(=NC(=O)c2cccc(C)c2)n(C)c1C
 : 5	2	-20	-106	-31	-41	-83	-36	-22	-5	-50
CN1/C(=C\C(=O)c2cncc(Br)c2)C(C)(C)c2ccccc21
 : 26	-10	26	23	24	25	10	56*	14	16	5
CCOC(=O)c1nn(-c2ccccc2)c(=O)c2c(N)scc12
 : -4	-23	-1	16	13	1	-4	5	3	2	18
CC(C)(C)n1nnnc1C(c1ccncc1)N1CCN(c2ccc(O)cc2)CC1 (stereo unspecified)
 : -17	-4	10	-20	14	13	3	-2	2	9	9
CCN(CC(=O)Nc1cc(Cl)ccc1C)C(=O)CCOc1ccccc1C
 : 9	-6	12	13	5	8	-20	-3	2	-7	-14
CN(CC(=O)Nc1ccccc1C(F)(F)F)C(=O)COc1ccccc1Cc1ccccc1
 : 2	-6	4	4	3	14	-3	8	1	-11	9
COc1ccc2sc(N(CCN(C)C)C(=O)c3ccc4ccccc4c3)nc2c1
 : -11	-5	4	-41	-14	-7	-6	-23	x	1	2
Cc1ccc(NC(=O)CCC(=O)NNC(=O)COc2ccc([N+](=O)[O-])cc2)cc1C
 : -15	0	6	4	1	11	9	-2	-3	-10	-10
Cc1ccc(Cl)cc1N(CC(=O)NC1CCCCC1)S(C)(=O)=O
 : -1	-6	24	-7	2	11	-9	8	0	-11	-18
CCN(CC)S(=O)(=O)c1ccc(N2CCOCC2)c(NC(=O)COc2ccc(OC)cc2)c1
 : 22	-11	16	-6	-8	-4	-27	3	-12	-6	11
CN1CCCN(C(=O)CC(c2ccccc2)c2ccccc2)CC1
 : 0	0	6	-2	-3	5	-46	10	-14	17	-8
COc1ccc(CCC(=O)Nc2ccc(C(=O)c3ccncc3)cc2)cc1
 : -17	4	4	12	0	-2	-12	-15	-4	12	3
Cc1cc(C)c(N2C(=O)CCCC2=O)c(Cl)c1
 : -6	2	5	-10	-7	-20	9	-9	-3	23	-1
CC(C)N(Cc1nc2ccccc2[nH]1)C(C)C
 : -1	8	-9	-4	12	2	4	10	6	-12	21
COc1ccc2[nH]c(=O)c(CN(CCO)C(=O)c3cccs3)cc2c1
 : -4	4	-6	1	0	-25	1	9	-5	-4	-2
COc1c(CC=C(C)C)cc(C2CC(=O)c3c(O)cc(O)cc3O2)cc1CC=C(C)C (stereo unspecified)
 : 10	-15	34	-23	7	-7	-24	-16	-7	5	2
COc1ccc(C(=O)N(C)Cc2cnn(Cc3ccccc3)c2)cc1S(=O)(=O)N1CCOCC1
 : 27	-18	40	13	-5	20	-13	12	-8	4	15
COC(=O)c1cccc(N(C(=O)CNC(=O)c2ccco2)C(C(=O)NC2CCCC2)c2ccco2)c1 (stereo unspecified)
 : -5	0	0	8	4	19	1	11	1	3	-13
COC(=O)c1ccc(NC(=O)CCc2nnc3ccc(N4CCC5(CC4)OCCO5)nn23)cc1
 : -8	-3	-5	6	14	-5	-19	21	-3	-4	14
NC(=O)c1ccc(C23CC4CC(CC(C4)C2)C3)o1
 : 3	-8	13	15	-9	-19	12	-11	-5	13	5

Entries of single compounds as entered above.
Results for CCN(CC(=O)Nc1cc(Cl)ccc1C)C(=O)CCOc1ccccc1C = C8 TRAIL sens = 9; KKLEB cytotox = -6; CF NFkB block = 12; NCOA3 inh = 13; COUP-TFII inh = 5; SRC2 inh = 8; SRC1 inh = -20; TWEAK Fn14 block = -3; EBV LMP1 NFkB = 2; TROY signal inh = -7; LRH-1 inv ag = -14
Results for CC(C)CNC(=O)NC1(C(F)(F)F)Oc2ccccc2O1 = C8 TRAIL sens = 9; KKLEB cytotox = -1; CF NFkB block = 13; NCOA3 inh = 4; COUP-TFII inh = -16; SRC2 inh = -15; SRC1 inh = 11; TWEAK Fn14 block = 6; EBV LMP1 NFkB = 0; TROY signal inh = -1; LRH-1 inv ag = 3

Further structures:
Values run as follows: C8 TRAIL sens	KKLEB cytotox	CF NFkB block	NCOA3 inh	COUP-TFII inh	SRC2 inh	SRC1 inh	TWEAK Fn14 block	EBV LMP1 NFkB	TROY signal inh	LRH-1 inv ag
CCN(CC)S(=O)(=O)c1ccc2c(c1)c(C(=O)O)cn2C
 : 3	-5	4	-1	-7	-26	-5	0	-2	4	-8
Cc1cc(Cl)ccc1NC(=O)C1COc2ccccc2O1 (stereo unspecified)
 : -9	-2	-21	-32	-29	-67	-41	-25	-9	-55	-25
Cc1ccc(C(=O)NC2CC3CCC(C2)N3Cc2ccco2)cc1 (stereo unspecified)
 : 8	-3	14	10	3	4	-3	-4	-12	4	7
Cc1ccc(NC(=O)CCCNC(=O)c2ccc(Cl)cc2)c(O)c1
 : -4	8	-38	-49	-27	-41	-59	-22	-7	-40	-89
CCOc1ccc(CCNC(=O)c2cc3c(s2)CS(=O)(=O)C3)cc1OCC
 : -18	0	24	13	-4	-4	-11	5	-3	-12	-4
